Tb PFK block: qHTS Assay to Find Inhibitors of T. brucei phosphofructokinase; ATP-dependent 6-phosphofructokinase (Trypanosoma brucei brucei), O15648; T. brucei PFK, ADP-Glo luminescence; Potency, µM (top dose mostly 57.5 µM), for the others: at the top dose activity, negative = inhibition, most hits filed as inhibitors; actives 0.17% (n = 330,000); AID 485367, 2010;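 further: potency means the concentration at half of the fitted maximal effect; 0% = uninhibited 1x PFK enzyme wells and -100% = no-enzyme wells; nearly all actives have a fitted effect of over 60% in size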
Target sequence (O15648 whole entry, looked up): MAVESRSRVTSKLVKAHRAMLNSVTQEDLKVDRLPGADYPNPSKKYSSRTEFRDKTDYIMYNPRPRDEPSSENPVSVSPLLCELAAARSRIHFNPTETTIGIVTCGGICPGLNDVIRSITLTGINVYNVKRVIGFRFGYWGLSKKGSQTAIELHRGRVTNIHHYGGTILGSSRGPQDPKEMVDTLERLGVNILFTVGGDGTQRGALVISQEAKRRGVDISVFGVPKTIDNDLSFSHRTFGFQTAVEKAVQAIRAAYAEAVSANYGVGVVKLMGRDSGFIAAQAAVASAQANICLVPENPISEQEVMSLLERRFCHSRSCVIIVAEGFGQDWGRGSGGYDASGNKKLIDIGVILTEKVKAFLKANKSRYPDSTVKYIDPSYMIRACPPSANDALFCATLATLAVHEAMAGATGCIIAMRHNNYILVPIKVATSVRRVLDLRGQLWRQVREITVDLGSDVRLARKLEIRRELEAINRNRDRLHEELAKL
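PFK 1.25 nM, F6P 0.5 mM, ATP 0.1 mM, 0.1 M TEA pH 8.0, 5 mM MgCl2, 0.01% Tween20, 0.1% BSA; 45 min RT. ADP-Glo readout. qHTS titration up to 57 uM; curves fitted, compounds curve-classed.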
ELG1 DNA repair: qHTS screen for small molecules that inhibit ELG1-dependent DNA repair in human embryonic kidney (HEK293T) cells expressing luciferase-tagged ELG1; HEK293T ELG1-luciferase reporter, luminescence, 16 h; DNA damage induced by 5-fluorouridine; Potency, µM (series often up to 46.1 µM), for the others: at the top dose activity change, negative = inhibition, most hits filed as inhibitors; actives 2.3% (n = 330,000); further: potency means the concentration at half of the fitted maximal effect; on the % scale 0 is the no-effect control and ±100 the full control effect; nearly all actives have a fitted effect of over 55% in size
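DMSO vehicle served as the neutral condition. Each well held 2,000 cells given 5-fluorouridine plus compound; after 16 hr at 37 °C/5% CO2, ONE-Glo was added and luciferase measured 30 min later.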
TCR activator: Activators of T cell receptors: qHTS campaign; primary human leukocytes, anti-CD3, IL-2 HTRF, 48 h; 330,000 tested, under 10 active; Potency, µM (doses to about 9.22 µM), without a hit: at the highest dose activation of IL-2 secretion, most hits filed as activators; further: % of control where 0% means no effect
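Compounds are tested in HTS on primary human leukocytes co-incubated with a-CD3 beads for 48 hr. IL-2 output is measured by time-resolved FRET.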
Mito fusion yeast: qHTS Assay for Small Molecule Inhibitors of Mitochondrial Division or Activators of Mitochondrial Fusion; Potency, µM (series often up to 46.1 µM), without a hit: at the top dose growth rescue (activation), actives largely listed as activators; S. cerevisiae fusion-defective mutant growth rescue, CellTiterGlo 48 h; actives 0.23% (n = 320,000);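 further: potency means the concentration at half of the fitted maximal effect; % of control where 0% means no effect; nearly all actives have a fitted effect of over 45% in size; temperature-sensitive fusion mutants such as fzo1-1 at 37 °C on non-fermentable ethanol glycerol medium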
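Yeast fusion mutant, YPEG (non-fermentable carbon), compound, 48 h at 37C non-permissive; CellTiterGlo added, 10 min RT, luminescence read. Rescued growth = division inhibition.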
TSHR antagonist: Antagonists of the Thyroid Stimulating Hormone Receptor: HTS campaign; actives 0.2% (n = 330,000); TSHR-expressing cells, TSH-stimulated cAMP HTRF, 2 h; stronger effect = lower value; activity change, negative = inhibition, % at 11.5 µM;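 active means activity change below a set negative limit, meaning inhibition stronger than a set level, cut at about -70% in these data; inconclusive means activity change between two set negative limits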; further: on the % scale 0 is the no-effect control and ±100 the full control effect
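TSHR-expressing cells, 200/well, pre-treated with compound, then stimulated with EC80 TSH (4nM final) for 2 hours at 37 deg C. cAMP measured by competitive HTRF: anti-cAMP cryptate antibody in lysis buffer plus cAMP-d2, read after 30 minutes at room temperature.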
Chronic BCR inh: qHTS Assay to Find Inhibitors of Chronic Active B-Cell Receptor Signaling; Potency, µM (top dose mostly 46.1 µM), inactives show at the highest dose ratio change, negative = lower green/red ratio, hits mostly inhibitors; actives 0.05% (n = 340,000); AID 493014, 2011; ABC-DLBCL IkBa-CBG/CBR reporter, luminescence ratio, 4 h; active means well fitted inhibition curve with a large enough effect in the signal ratio, with a control signal flat, not every such curve was filed as active; inconclusive means small, poorly fitted or top-dose-only effect, or effect the other way, or a change in a side signal; the % refers to the signal ratio;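 further: potency means the concentration at half of the fitted maximal effect; plate controls were basal doxycycline-induced cells for no effect and cells given 10 µM MG132 for full effect; MG132 reads +100%, hits lower the ratio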
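Compounds up to 46 uM were incubated four hours with TMD8 cells whose green CBG68 luciferase is fused to IkappaBalpha; red CBR luminescence normalised the signal, and concentration-effect curves were fitted to fusion, red and ratio data.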
S-ASM inh: Inhibitors of Secretory Acid Sphingomyelinase (S-ASM): qHTS. placental ASM, HMU-PC fluorogenic substrate, 60 min. Potency, µM (series often up to 57.5 µM), inactives show at the highest dose activity change, negative = inhibition, hits mostly inhibitors. actives 0.006% (n = 340,000); further: potency means the concentration at half of the fitted maximal effect
Target sequence (P17405 47-631 limits assumed): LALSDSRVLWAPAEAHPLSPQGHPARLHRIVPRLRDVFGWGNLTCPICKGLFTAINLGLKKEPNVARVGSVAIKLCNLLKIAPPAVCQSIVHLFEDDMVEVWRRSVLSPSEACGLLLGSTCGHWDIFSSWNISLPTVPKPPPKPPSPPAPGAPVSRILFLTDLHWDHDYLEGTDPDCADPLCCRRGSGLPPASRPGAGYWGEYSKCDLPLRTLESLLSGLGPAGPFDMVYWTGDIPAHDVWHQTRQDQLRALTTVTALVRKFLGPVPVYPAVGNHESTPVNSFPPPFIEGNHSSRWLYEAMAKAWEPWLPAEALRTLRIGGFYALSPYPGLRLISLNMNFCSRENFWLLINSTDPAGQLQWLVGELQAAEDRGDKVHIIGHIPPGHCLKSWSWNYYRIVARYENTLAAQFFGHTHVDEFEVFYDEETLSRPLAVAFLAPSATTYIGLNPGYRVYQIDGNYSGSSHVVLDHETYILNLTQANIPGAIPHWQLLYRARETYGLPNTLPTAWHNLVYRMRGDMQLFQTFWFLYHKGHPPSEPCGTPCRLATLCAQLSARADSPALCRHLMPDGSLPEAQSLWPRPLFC
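qHTS format. ASM enzyme prepared from human placenta hydrolyses the fluorogenic substrate HMU-PC0 (9 uM final) over 60 min at 37 °C after a 10 min compound preincubation.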
PTAP TSG101 blk: qHTS Assay for Iinhibitors of HIV-1 Budding by Blocking the Interaction of PTAP/TSG101 | Tumor susceptibility gene 101 protein (Homo sapiens), Q99816 | Fluorescence polarization, FITC-PTAP peptide / Tsg101 binding | Potency, µM (highest dose often 115 µM), for the others: at the highest dose activity change, negative = inhibition, usual class: inhibitors | 340,000 tested, under 10 active | AID 493005, 2010; active means well fitted inhibition curve with a large enough effect in the main read-out, with a control signal flat, not every such curve was filed as active; inconclusive means small, poorly fitted or top-dose-only effect, or effect the other way, or a change in a side signal; inactive means no such curve, though single readings can be large or run the other way; further: potency means the concentration at half of the fitted maximal effect; % of control where 0% means no effect
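Fluorescence polarization binding of Tsg101 binding domain (10 uM final) to FITC-labeled PTAP peptide (50 nM final) in HEPES pH 7.5 buffer with NaCl, Tween 20, EDTA, TCEP. Compounds added before peptide; binding 20 min at RT.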
A-T KAP1 phos: qHTS Assay for Identifying a Potential Treatment of Ataxia-Telangiectasia. actives 0.19% (n = 320,000). Potency, µM (top dose mostly 57.5 µM), without a hit: top-dose activation, hits mostly activators. […] A-T fibroblasts, KAP-1 phosphorylation AlphaLISA; neocarzinostatin DNA damage 30 min before lysis. AID 485349, 2010; further: potency means the concentration at half of the fitted maximal effect; % of control where 0% means no effect; nearly all actives have a fitted effect of over 45% in size
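ATM-like activity read as KAP-1 phosphorylation via AlphaLISA donor/acceptor antibody pairs after lysis and 6 hr at 25C. Cells were ATM-null patient fibroblasts ([…], hTERT), dosed 60 min, then exposed to the DSB inducer NCS for 30 min.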
Eya2 phos inh: qHTS Assay for Inhibitors of the Phosphatase Activity of Eya2. actives 0.006% (n = 330,000). Protein phosphatase EYA2 (Homo sapiens), O00167. Potency, µM (doses to about 76.9 µM), inactives show at the top dose activity, negative = inhibition, actives largely listed as inhibitors. recombinant Eya2, OMFP fluorescence dephosphorylation (OMFP is methylfluorescein phosphate); further: potency means the concentration at half of the fitted maximal effect; on the % scale 0 is the no-effect control and ±100 the full control effect
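Eya2 protein (added as 0.2 uM solution) was preincubated with compound for 10 min at ambient temperature in 50 mM HEPES pH 7.5, 50 mM NaCl, 5 uM MgCl2, 0.05% BSA, 1 mM DTT. OMFP (added at 50 uM) then reacted 10 min; fluorescence read at 485/525 nm.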
Integrin act MD: qHTS for Activators of Integrin-Mediated Alleviation for Muscular Dystrophy | AID 624291, 2012 | alpha7betagal myoblasts, beta-gal FDG fluorescence, 48 h | Potency, µM (series often up to 38.3 µM), for inactives: at the top dose activation, most hits filed as activators | actives 0.064% (n = 350,000);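 further: potency means the concentration at half of the fitted maximal effect; 100% = response of the positive control SU9516; nearly all actives have a fitted effect of over 60% in size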
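alpha7betagal+/- myoblasts (passage 13, 250/well) treated 48 h at 37C with compounds at 1:260 dilution of DMSO stock. Lysed, then beta-galactosidase activity read as FDG fluorescence (ex 480/em 540) after 30 min, with pre-read for autofluorescence.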
Numbers without * were called inactive; ? = inconclusive; . = not tested or not shown; [ ] = remark or other dose. Unless noted, the call rests on the fitted dose curve; in most records, active means well fitted curve in the direction sought with a large enough effect; inconclusive means small, poorly fitted or top-dose-only effect, or another doubt; inactive means no such curve, though single readings can be large; an effect the other way counts as inactive or inconclusive. Outcome played no part in choosing rows; any-hit rate near 3.2%.

SMILES | Tb PFK block | ELG1 DNA repair | TCR activator | Mito fusion yeast | TSHR antagonist | Chronic BCR inh | S-ASM inh | PTAP TSG101 blk | A-T KAP1 phos | Eya2 phos inh | Integrin act MD
O=C(Nc1nncs1)c1c(F)c(F)c(F)c(F)c1F | -8% | -1% | 0% | 9% | -7 | 5% | 4% | 0% | 9% | -3% | -24%
Nc1nc(-c2ccccc2)cc(N2CCCCC2)n1 | -4% | -19% | 8% | -3% | -4 | ? | -2% | -6% | -2% | 14% | -26%
CCOC(=O)C1CCN(C(=O)CCS(=O)(=O)c2ccc3c(c2)n(C)c(=O)c(=O)n3C)CC1 | -3% | 18% | 5% | 3% | 0 | -18% | 2% | 1% | 3% | 2% | 1%
O=C(NCCN1CCN(C(=O)c2cccc(OC(F)F)c2)CC1)c1cccc(OC(F)F)c1 | 0% | -24% | 1% | . | -13 | ? | 3% | -1% | 1% | -7% | 12%
Cc1ccc(S(=O)(=O)N2CCN(C(=O)c3n[nH]c(=O)c4ccccc34)CC2)c(C)c1 | 3% | ? | -1% | 5% | 2 | ? | 6% | -3% | -6% | -5% | -29%
CCc1ccc(NC(=O)C(=O)NCC(O)c2ccccc2)cc1 (configuration not stated) | -2% | 5% | 1% | -2% | 0 | 0% | 2% | 0% | 2% | -26% | 38%
CC1(C)CC(=O)C2=C(C1)NC1=C(C(=O)c3ccccc31)C2c1ccc(Cl)cc1 (configuration not stated) | 1% | ? | -8%[46.1 µM] | 12% | 1 | ? | ? | -1% | -4% | 0% | -31%
S=c1[nH]ccn1-c1ccc(Cl)cc1 | -17% | -3% | 3% | ? | 11 | 1% | -1% | -1% | 1% | -7% | 20%
CC(=O)N1N=C(c2cccc([N+](=O)[O-])c2)OC1c1cccc(Br)c1 (configuration not stated) | 1% | ? | 3% | 0% | 8 | 6% | -7% | -1% | 3% | -2% | 19%
COC(=O)NC(=S)N1CCOCC1 | -2% | 2% | -3%[46.1 µM] | -8% | 0 | 1% | 3% | 1% | -2% | 6% | 21%
CCN(CC(=O)Nc1c(C(=O)OC)[nH]c2ccc(C)cc12)c1ccc2c(c1)OCO2 | 1% | 4.6µM* | 3% | 8% | 2 | ? | -21% | -3% | -17% | 7% | -29%
COc1ccc2[nH]c3c(c2c1)CCN1C(=O)C(CC(=O)NCC24CC5CC(CC(C5)C2)C4)C[C@H](C(=O)N2CCCCC2)[C@@]31C (some centres not stated) | -1% | 13µM* | 1%[46.1 µM] | . | -6 | ? | -4% | -7% | 7% | 10% | -35%
O=C(CCN1C(=O)c2cccc3cccc(c23)C1=O)NCC1CCCO1 (configuration not stated) | -17% | 7% | -2% | -2% | 4 | -1% | 6% | -4% | -9% | -1% | 3%
CC(=O)O[C@H]1CC[C@@]2(C)C(CCC3C2CC[C@]2(C)OC(=O)CCC32)C1 (some centres not stated) | -3% | 9% | 7%[46.1 µM] | 10% | -8 | -5% | -17% | -1% | 1% | -16% | 2%
CCOC(=O)c1c(NCC2CCCO2)c2ccccc2[nH]c1=O (configuration not stated) | -7% | -21% | -5% | 1% | 8 | 3% | 1% | -4% | 6% | -5% | -31%
O=C(Cc1ccccc1)Nc1ccc(N2CCOCC2)cc1N1CCOCC1 | 0% | 5% | 2% | -4% | -3 | -12% | -1% | -7% | -2% | 2% | 4%
CN1C=CC(=C2C(=O)c3ccccc3C2=O)C=C1 | -3% | ? | . | -3% | 3 | 11% | . | . | 10% | 3%[15.4 µM] | .
C=CCS(=O)(=O)c1nc2ccccc2s1 | -7% | ? | 0% | -10% | 42 | ? | 1% | -4% | 28% | -20% | -53%[inhibitor]
COc1ccc(OC)c(S(=O)(=O)NC(C)CCc2ccccc2)c1 (configuration not stated) | 1% | -12% | -12% | 3% | 14 | -2% | 1% | -4% | -6% | -4% | -2%
CCOC(=O)C1=NN(c2ccccc2)C(=O)C1 | -3% | ? | 4% | -4% | -3 | 17% | 8% | -4% | -14% | 3% | 5%
CC(C)(C)C(=O)Nc1nc2cc3c(cc2s1)OCO3 | 3% | ? | -5% | 6% | -7 | ? | 6% | 0% | -31% | -6% | -20%
Nn1c(SCc2cccc(F)c2)nnc1-c1ccncc1 | 0% | ? | -5% | -4% | 22 | 0% | 3% | 2% | 0% | -7% | -7%
O=C(Nc1nccs1)c1ccc(S(=O)(=O)NCc2cccs2)cc1 | 2% | 18µM* | -21% | 2% | -16 | -2% | -16% | -5% | 0% | 9% | 0%
CCOc1ccc(C(=O)NCC(=O)NCCOc2ccc(C)cc2)cc1 | 2% | -2% | 2% | -1% | 5 | -2% | -2% | -3% | -3% | -3% | 0%
O=S(=O)([O-])CCC[n+]1ccc(Oc2ccccc2)cc1 | 0% | ? | . | -1% | 62 | -4% | 1% | 0% | -3% | -6% | 20%
COC(=O)c1c(-c2cccc3ccccc23)csc1NC(=O)Cc1ccc(OC)c(OC)c1 | -2% | 21µM* | -2% | 2% | -21 | ? | 3% | -6% | . | -10% | -28%
COc1ccc(S(=O)(=O)N2CCCCCC2)cc1C(=O)NCCc1ccccc1 | 4% | ? | -11% | 8% | 0 | 7% | 1% | -5% | 5% | -17% | 17%
Oc1ccc(-c2nccc(-c3ccc(Br)cc3)n2)cc1 | 4% | 23% | 8% | 9% | -2 | ? | -5% | -2% | 13% | -9% | 3%
O=C1N=NC(=O)N1c1ccccc1 | 2% | 20% | 4% | -1% | 1 | 2% | 5% | 0% | -3% | 6% | .
O=C(NC1CCCCC1)c1ccc(CS(=O)(=O)Cc2ccccc2F)o1 | -6% | 26% | 0%[46.1 µM] | 0% | 1 | ? | 5% | -3% | -1% | -3% | -12%
CN(Cc1ccccc1)C(=O)C1CCN(S(=O)(=O)c2ccc3nc4c(c(C(=O)O)c3c2)CCCC4)CC1 | -23% | 5% | -2% | -7% | 5 | 5% | 0% | -8% | 5% | -16% | -13%
CC(C(=O)Nc1cccc([N+](=O)[O-])c1)N1CCN(C/C=C/c2ccccc2)CC1 (configuration not stated) | 0% | -15% | -3%[46.1 µM] | 0% | 2 | ? | -3% | -2% | 4% | 0% | -10%
O=C1NCCN/C1=C\C(=O)c1cccc(Br)c1 | 3% | ? | -7% | 19% | -4 | ? | -5% | 5% | -11% | ? | 7%
CN(C(=O)COC(=O)c1nc(-c2ccccc2)n(-c2ccccc2)n1)C1CCS(=O)(=O)C1 (configuration not stated) | 0% | 3% | -6% | 1% | -5 | 3% | 5% | -10% | -4% | 10% | 17%
COc1c2ccoc2nc2c(OC)c(OCC(OC(C)=O)C(C)(C)O)ccc12 (configuration not stated) | 6% | -11% | 4% | -2% | -9 | ? | 2% | 0% | 9% | -1% | 3%
Nc1[nH]c(N=NC(=O)c2ccc(F)cc2)c2ccccc12 | 3% | ? | 1%[46.1 µM] | 6% | -9 | ? | 4% | -1% | . | 1% | -11%
COc1ccc(OC)c(NC(=O)Nc2cccc3ccccc23)c1 | -2% | -20% | . | -2% | 0 | -1% | -3% | . | -5% | 7% | 6%

Screening results (PubChem)
